Cdc42 wt GTP: human Cdc42 wildtype GTP binding change, either direction; P60953; GST-Cdc42 beads, Bodipy-GTP binding, flow cytometry; actives lie on both sides; percent activity (GTP binding), % at 10 µM; hit rate 0.2% among 190,000; AID 761;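 active means percent activity GTP binding at least 20 points away from the 100% baseline, either down as inhibitor or up as activator; inconclusive means compound flagged as likely green fluorescent from well-wide comparison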;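 further: median bead fluorescence of bound Bodipy-FL-GTP at 100 nM; 0% = excess unlabeled GTP control and 100% = no compound control; below 100% means less GTP binding so inhibitor and above means activator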
Target sequence (P60953 whole entry, looked up): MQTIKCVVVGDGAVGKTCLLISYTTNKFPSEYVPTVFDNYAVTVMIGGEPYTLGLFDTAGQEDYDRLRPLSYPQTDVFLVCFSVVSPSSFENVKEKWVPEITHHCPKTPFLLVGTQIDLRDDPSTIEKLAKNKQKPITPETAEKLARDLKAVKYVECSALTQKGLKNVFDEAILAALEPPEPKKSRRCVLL
Avidin fluor: avidin bead compound fluorescence profile | Avidin beads, compound fluorescence 488/530 nm, flow cytometry; hits give high values | fluorescence (KMESF) at 10 µM | hit rate 0.38% among 220,000; in the data active means fluorescence above about 47; further: inactives centre near 10
Rac1 wt modul: modulators of human Rac1 wildtype GTP binding | P63000 | GST-Rac1 beads, fluorescent GTP binding, flow cytometry; actives lie on both sides; 0 = cold GTP competed, 100 = untreated | GTP binding activity (% of control), % at 10 µM | hit rate 0.27% among 190,000 | AID 757;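 active means GTP binding activity at least 20 points away from the 100% control level, either lower or higher; inconclusive means compound flagged as likely green fluorescent, judged across all proteins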
Mcl1-Bid inh: disrupts binding of human Mcl-1 to Bid peptide; Q07820; TR-FRET Mcl-1/Bid-Dy647 peptide binding, 1536-well; inhibition, % at 21.7 µM; hit rate 0.97% among 220,000;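 active means compounds that cut the binding signal by more than half at the single screening dose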;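 further: His-tagged Mcl-1 with europium anti-His antibody binding Bid BH3 peptide; 0% = Mcl-1 plus peptide wells and 100% = peptide-only wells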
Target sequence (Q07820 whole entry, looked up): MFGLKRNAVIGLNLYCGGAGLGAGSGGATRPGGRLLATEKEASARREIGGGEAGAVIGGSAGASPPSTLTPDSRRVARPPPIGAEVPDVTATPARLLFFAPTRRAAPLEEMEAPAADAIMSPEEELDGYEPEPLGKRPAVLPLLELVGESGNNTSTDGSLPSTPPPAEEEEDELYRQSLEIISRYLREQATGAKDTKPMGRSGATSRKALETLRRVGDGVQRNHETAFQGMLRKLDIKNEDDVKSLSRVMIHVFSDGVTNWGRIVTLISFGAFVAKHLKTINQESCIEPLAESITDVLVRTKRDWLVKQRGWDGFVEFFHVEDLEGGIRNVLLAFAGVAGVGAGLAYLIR
Rab7 wt GTP bind: dog Rab7 wildtype GTP binding, inhibitors and activators | GST-Rab7 beads, fluorescent GTP binding, flow cytometry; actives lie on both sides; untreated = 100%, excess cold GTP = 0% | GTP binding activity (percent of control), % at 10 µM | hit rate 0.055% among 190,000 | AID 758;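 active means fluorescent GTP binding to Rab7 beads changed by at least 20 points from the 100% baseline, either direction, mostly lower; inconclusive means compound itself probably fluorescent, or too few beads counted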;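 further: median green fluorescence of bound Bodipy-FL-GTP per Rab7 bead population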
Rab2 wt GTP: changes GTP binding to wildtype dog Rab2A, up or down; P61105; GST-Rab2 wt beads, Bodipy-GTP binding, flow cytometry; GTP binding activity, % at 10 µM; hit rate 0.19% among 190,000; AID 760;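 active means GTP binding activity at least 20 points away from 100%, either lowered or raised; inconclusive means signal likely due to the compound's own green fluorescence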;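 further: 0% = beads with excess unlabeled GTP and 100% = no-compound control corrected for plate trend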
HRas wt GTP bind: modulators of GTP binding to human HRas wildtype; P01112; GST-Ras wt beads, Bodipy-FL-GTP binding, flow cytometry; actives lie on both sides; GTP binding activity, % at 10 µM; hit rate 0.14% among 190,000; AID 759;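 active means GTP binding activity at least 20% away from the 100% baseline, either lowered as inhibitor or raised as activator; inconclusive means flagged as likely green fluorescent, judged across all proteins in the well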;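 further: 0% = unlabeled GTP competition control and 100% = no-compound control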
Target sequence (P01112 whole entry, looked up): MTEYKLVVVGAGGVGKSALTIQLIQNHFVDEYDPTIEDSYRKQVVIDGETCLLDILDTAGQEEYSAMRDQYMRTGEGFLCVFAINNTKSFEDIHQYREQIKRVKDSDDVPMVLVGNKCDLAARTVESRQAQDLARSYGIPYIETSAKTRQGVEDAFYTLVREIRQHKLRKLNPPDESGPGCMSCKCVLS
GSH fluor: GSH bead compound fluorescence profile | GSH beads flow cytometry, compound fluorescence 488/530 nm; hits give high values | fluorescence (KMESF) at 10 µM | hit rate 0.25% among 190,000; in the data active means fluorescence above about 89;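 further: glutathione beads carrying GST-tagged Bcl family fusion proteins plus one bare bead set; values are compound well signal with DMSO vehicle wells as background; inactives centre near 16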
Pf gamet viab: P. falciparum stage V gametocyte viability inhibition. P. falciparum stage V gametocytes, ATP luminescence, 24 h. inhibition, % at 10.9 µM. hit rate 0.065% among 150,000;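 active means inhibition above the mean plus 3 SD of compounds within the control limits, set per campaign, cut at about 38% in these data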;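 further: 0% = DMSO wells and 100% = medium only without gametocytes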
Mcl1-Noxa inh: disrupts binding of human Mcl-1 to Noxa peptide. Q07820. TR-FRET Mcl-1/Noxa peptide binding, 2 h. inhibition, % at 21.7 µM. hit rate 1.5% among 220,000. AID 1022;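 active means compounds that cut the protein-peptide binding signal by more than 50% relative to plate controls in a single-dose test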;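 further: His-tagged Mcl-1 with rhodamine Noxa BH3 peptide and terbium anti-His antibody; 0% = Mcl-1 plus Noxa peptide wells and 100% = peptide-only wells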
Rac1 act GTP bind: modulators of GTP binding to human Rac1 activated mutant; percent activity (GTP binding), % at 10 µM; GST-Rac1 activated beads, fluorescent GTP binding, flow cytometry; actives lie on both sides; 100% means binding = to untreated wells; hit rate 0.11% among 190,000; AID 764;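 active means GTP binding at least 20 percentage points away from the 100% baseline, in either direction, so actives lie on both sides; inconclusive means Compound likely fluorescent itself, or too few beads counted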
Starred values were filed as active, the others as inactive; ? = inconclusive; · = no result given.

no. | structure | Cdc42 wt GTP | Avidin fluor | Rac1 wt modul | Mcl1-Bid inh | Rab7 wt GTP bind | Rab2 wt GTP | HRas wt GTP bind | GSH fluor | Pf gamet viab | Mcl1-Noxa inh | Rac1 act GTP bind
1 | CC(=O)Oc1ccc2c(C)cc(=O)oc2c1C(=O)c1ccccc1 | 98 | 16 | 99 | -6 | 99 | 99 | 98 | 10 | 0 | 17 | 97
2 | NC(=S)n1[nH]c(-c2ccc([N+](=O)[O-])cc2)c(N=Nc2ccc(Cl)cc2)c1=O | 90 | 6 | 98 | 98* | 99 | 96 | 94 | 14 | · | 73* | 92
3 | O=C(O/N=C1\CCS(=O)(=O)c2sccc21)c1ccc(F)cc1 | 97 | 23 | 94 | -27 | 101 | 97 | 97 | 10 | 17 | -12 | 96
4 | O=S(=O)(Nc1ccc(O)c(Sc2nc3ccccc3s2)c1)c1ccc(F)cc1 | 96 | 15 | 100 | -46 | 99 | 97 | 100 | 7 | · | 34 | 98
5 | Cn1c(=O)n(C)c2cc(C(N)=O)ccc21 | 95 | 31 | 94 | 6 | 97 | 96 | 96 | 16 | 9 | -9 | 94
6 | CC(C)N1C(=O)CCC1C(=O)NCCc1ccccc1 (stereo not given) | 105 | 28 | 107 | 0 | 97 | 101 | 100 | 22 | · | 11 | 99
7 | C/C(=N\NC(=O)c1ccccn1)c1ccc(C(=O)O)s1 | 96 | 10 | 93 | -1 | 94 | 95 | 96 | 17 | · | 0 | 96
8 | Cc1cc(Cl)c(S(=O)(=O)N2CCCCCC2)cc1OCC(N)=O | 94 | 15 | 94 | 4 | 95 | 93 | 94 | 15 | · | 6 | 92
9 | CCOC(=O)N1CCC(N2Cc3cccc(C(=O)O)c3C2=O)CC1 | 105 | 7 | 103 | -5 | 100 | 104 | 103 | 12 | · | 2 | 102
10 | Cc1cc(C)cc(NC(=O)CSc2nnc(-c3ccc(S(=O)(=O)N4CCCC4)cc3)o2)c1 | 102 | 11 | 99 | -15 | 97 | 97 | 99 | 55 | · | 13 | 97
11 | COCCNC(=S)NN(c1ccccc1)c1ccccc1 | 99 | 11 | 99 | -44 | 103 | 99 | 97 | 14 | · | 14 | 95
12 | c1ccc2c(c1)ncn2CCOCCOCCn1cnc2ccccc21 | 99 | 4 | 104 | -5 | 97 | 99 | 100 | 15 | · | 9 | 99
13 | C=CCC1(N(C(C)=O)c2ccccc2C)CCCCC1 | 92 | 7 | 94 | 2 | 93 | 91 | 93 | 10 | -27 | -5 | 92
14 | CCCCCC(=O)N(O)C1CC(=O)N(c2ccccc2)C1=O (stereo not given) | 110 | 13 | 112 | -40 | 110 | 105 | 110 | 14 | · | 47 | 103
15 | OC(CNC1CCCCC1)CNC1CCCCC1 | 95 | 9 | 98 | -21 | 95 | 97 | 95 | 24 | 1 | -2 | 94
16 | Cc1ccc(/C=C/C(=O)O)cc1S(=O)(=O)NCc1ccco1 | 97 | 9 | 103 | -6 | 106 | 100 | 100 | 54 | -33 | 8 | 97
17 | C=C(C)n1c(=O)[nH]c2ccccc21 | 94 | 14 | 95 | -5 | 96 | 95 | 95 | 12 | · | -14 | 95
18 | CCc1nnc(NC(=O)CSc2ncnc3c2cnn3-c2ccc(OC)cc2)s1 | 102 | 11 | 100 | -31 | 102 | 100 | 101 | 16 | · | -1 | 98
19 | O=C(N/N=C/c1cccnc1)C1CC1(c1ccccc1)c1ccccc1 (stereo not given) | 93 | 6 | 97 | -28 | 100 | 98 | 100 | 13 | · | 2 | 96
20 | COc1ccc(OCC(=O)Nc2ccc(Cl)cc2)cc1 | 97 | 12 | 100 | -17 | 104 | 98 | 97 | 11 | -42 | 6 | 94
21 | CCCNC(=O)CSc1nnc(-c2ccc(F)cc2)o1 | 95 | 12 | 94 | -27 | 101 | 100 | 97 | 23 | 10 | -3 | 95
22 | CC(c1nccs1)N(C)C(=O)CCc1nnc(Cc2c[nH]c3ccccc23)o1 (stereo not given) | 96 | 6 | 101 | 1 | 98 | 98 | 98 | 50 | 13 | 14 | 98
23 | O=c1cc(N2CCN(c3ccccc3)CC2)[nH]c(=O)n1-c1ccccc1 | 95 | 25 | 100 | -58 | 104 | 100 | 101 | 11 | · | -9 | 96
24 | Cc1cc(NC(=O)CSCC(=O)N(c2cccc(Cl)c2)C(C(=O)NC2CCCCC2)c2ccc(O)c(O)c2)no1 (stereo not given) | 98 | 14 | 101 | -44 | 104 | 98 | 100 | 7 | 3 | 18 | 100
25 | O=C(O)c1ccc(NC2CC(=O)N(Cc3ccccc3)C2=O)cc1 (stereo not given) | 99 | 8 | 94 | -17 | 100 | 101 | 98 | 15 | · | -1 | 92
26 | COCc1cc(CN2CCCC(CNC(=O)c3ccc(F)cc3)C2)ccc1OC (stereo not given) | 99 | 6 | 98 | -29 | 94 | 96 | 97 | 9 | -1 | -3 | 94
27 | Cc1nn(C(C)C)c(C)c1CN1CCCC(C(=O)c2cccc(OC(C)C)c2)C1 (stereo not given) | 96 | 10 | 102 | -21 | 94 | 95 | 97 | 14 | 10 | 8 | 98
28 | CCOC(=O)c1sc(NC(=O)CSc2n[nH]c(CC(C)C)n2)nc1C | 103 | 2 | 103 | -10 | 98 | 99 | 100 | 5 | -3 | 22 | 103
29 | NC(=O)c1cnn2c(C(F)(F)F)cc(-c3ccccc3)nc12 | 101 | 11 | 103 | -36 | 100 | 97 | 97 | 54 | 1 | 5 | 95
30 | CCSc1nnc(NC(=O)CSc2nccn2-c2cccc(C)c2)s1 | 94 | 9 | 93 | -6 | 91 | 94 | 95 | 30 | -27 | · | 91
31 | CCC1CCCCN1CCCNC(=O)C1CCN(S(=O)(=O)N2CCCCC2)CC1 (stereo not given) | 98 | 12 | 96 | -11 | 97 | 96 | 97 | 38 | · | 2 | 97
32 | Cc1cc2ncn(-c3ncnc4sc5c(c34)CCC(C)C5)c2cc1C (stereo not given) | 96 | 13 | 94 | 17 | 97 | 96 | 99 | 33 | · | 21 | 93
33 | O=C(O)c1ccc(-n2nnnc2SCc2ccccc2)cc1 | 98 | 26 | 101 | 2 | 99 | 94 | 98 | 14 | -6 | -1 | 96
34 | CC(=O)c1cn(CC(=O)NCc2ccco2)c2ccccc12 | 103 | 16 | 104 | -44 | 100 | 101 | 102 | 9 | · | 10 | 100
35 | Cc1ccnc(Sc2ncccc2[N+](=O)[O-])n1 | 104 | 9 | 108 | -2 | 100 | 100 | 102 | 12 | 10 | 3 | 101
36 | CCOc1ccc(C2c3[nH]c4ccccc4c3CCN2Cc2cn(CC)nc2C)cc1 (stereo not given) | 92 | 8 | 92 | -26 | 101 | 98 | 94 | 19 | · | 7 | 93
37 | Cc1c(C(=O)OCC(=O)Nc2cccc(S(N)(=O)=O)c2)oc2c1ccc1ccccc12 | 93 | 9 | 96 | -18 | 103 | 95 | 94 | 10 | 17 | 17 | 91
38 | CC1CC(=O)Nc2ccc([N+](=O)[O-])cc2N1C (stereo not given) | 99 | 3 | 103 | -5 | 97 | 99 | 103 | 6 | · | 27 | 102
39 | COc1ccc(C2C(C(=O)N3CC(C)CC(C)C3)c3ccccc3C(=O)N2C)cc1 (stereo not given) | 95 | 12 | 95 | 2 | 94 | 94 | 98 | 32 | · | -13 | 90
40 | CSc1nsc(SC)c1NC(=O)N1CCCC1 | 98 | 11 | 106 | -8 | 101 | 100 | 100 | 5 | -13 | 11 | 98
41 | COc1cc(C(=O)OCC(=O)NCc2ccccc2)cc(NC(=O)c2ccco2)c1OC | ? | 12 | ? | 26 | ? | ? | ? | 46 | 16 | 16 | ?
42 | Cn1ccnc1SCC(=O)n1c2c(c3ccccc31)CCCC2 | 96 | 1 | 101 | -57 | 104 | 99 | 100 | 9 | -15 | 3 | 100
43 | NC(=O)CSc1ncnc2c1oc1ccccc12 | 99 | 18 | 100 | 8 | 101 | 98 | 97 | 13 | · | 10 | 101
44 | O=C(NNC1CC(=O)N(c2cccc(Cl)c2)C1=O)c1cccnc1 (stereo not given) | 101 | 4 | 105 | -46 | 98 | 98 | 101 | 19 | 14 | -4 | 100
45 | Cc1cc(C)c2nc3nc(C)cc(C)c3c(N)c2c1 | 101 | 9 | 101 | -1 | 96 | 94 | 96 | 8 | · | 11 | 99
46 | O=S(=O)([N-]c1nc2ccccc2nc1-[n+]1ccccc1)c1ccc(F)cc1 | 98 | 11 | 103 | -8 | 98 | 98 | 99 | 17 | -9 | 8 | 97
47 | Clc1ccc(Cc2nc(-c3ccncc3)no2)cc1 | ? | 9 | ? | -21 | ? | ? | ? | 10 | -22 | -20 | ?
48 | CCOC(=O)c1c(-c2ccccc2)oc2ccc(O)c(CN(C)C)c12 | 105 | 11 | 104 | 3 | 107 | 106 | 108 | 25 | 13 | 23 | 103
49 | CC1(C)N=C(c2ccccc2)C(=O)N1 | 103 | 4 | 104 | -4 | 101 | 104 | 102 | 36 | · | 16 | 101
50 | CC(C)[C@H](NC(=O)c1ccccc1Cl)C(=O)NC1CCCCCC1 | 94 | 10 | 98 | -12 | 95 | 96 | 96 | 25 | 14 | -14 | 97

More entries
no. | structure | Cdc42 wt GTP | Avidin fluor | Rac1 wt modul | Mcl1-Bid inh | Rab7 wt GTP bind | Rab2 wt GTP | HRas wt GTP bind | GSH fluor | Pf gamet viab | Mcl1-Noxa inh | Rac1 act GTP bind
51 | COc1ccc(OC)c(NC(=S)NCc2ccccc2OC)c1 | 98 | 8 | 93 | -61 | 97 | 98 | 96 | 15 | 7 | 11 | 96
52 | O=C(COC(=O)c1cccc(C(=O)OCC(=O)NCc2ccc(F)cc2)n1)NCc1ccc(F)cc1 | 101 | 6 | 104 | 12 | 98 | 99 | 98 | 10 | -28 | 18 | 97
53 | Nc1ncncc1-c1ccc([N+](=O)[O-])cc1 | 100 | 21 | 102 | -9 | 95 | 98 | 96 | 16 | · | 3 | 97
54 | COC(=O)C(C)NC(=O)COc1ccc2ccccc2c1 (stereo not given) | 93 | 17 | 92 | -28 | 100 | 95 | 94 | 12 | -8 | -2 | 93
55 | COc1cc(CN2CCNC(=O)C2CC(=O)O)cc(OC)c1 (stereo not given) | 92 | 8 | 99 | -11 | 95 | 95 | 94 | 14 | · | -10 | 98
56 | Cc1ccc(NC(=S)/C(=C(\[O-])c2ccc(Cl)s2)[n+]2cccc(CO)c2)cc1C | 97 | 13 | 97 | -32 | 94 | 95 | 97 | 26 | 2 | 11 | 92
57 | CCOC(=O)N1CCN(S(=O)(=O)c2cccc3nsnc23)CC1 | 97 | 5 | 103 | -23 | 98 | 98 | 98 | 12 | · | -17 | 98
58 | CCC(=O)N1CCN(c2ccc(NC(=O)c3ccc(N4CCCC4)c([N+](=O)[O-])c3)cc2)CC1 | 101 | 9 | 102 | -13 | 98 | 96 | 99 | 11 | 2 | 17 | 97
